High-throughput results: PubChem BioAssay, several laboratories
Rad51 HR inh: human RAD51 strand exchange inhibitors, primary screen, biochemical, fluorescence | actives 0.085% (n = 200,000) | hRad51 DNA strand exchange, fluorescence dequenching | inhibition, % at 10 µM;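 active = inhibition above 40% at the single screening dose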;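 note: 0% = DMSO control wells and 100% = blanks with heterologous ssDNA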
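material = hRad51 filaments on single-stranded DNA | reagent = Donor/quencher-labelled 47-bp dsDNA substrate | compound = 10 µM final, single point | schedule = strand-exchange reaction 15 min at room temperature | measured by = fluorescein emission 520 nm, excitation 485 nm | read-out basis = % inhibition versus plate control and blank means | benchmarks = plate controls and plate blanks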
FXIIa inh: human FXIIa protease inhibitors, primary screen, biochemical, 1536-well; Coagulation factor XII (Homo sapiens), P00748; purified FXIIa, Boc-QGR-AMC fluorogenic substrate, 2 h; inhibition, % at 5 µM; actives 0.3% (n = 220,000); AID 800, 2007; in the data active = inhibition above about 40%;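 note: 0% = enzyme with no compound and 100% = blank without enzyme; many of its hits are not listed in these tables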
Calpain2 inh: inhibitors of pig calpain II, primary screen, biochemical, fluorogenic peptide substrate, 1536-well | purified calpain II, 30 min | inhibition, % at 16 µM | actives 0.37% (n = 220,000) | AID 1236, 2008;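 active = inhibition above about 50%, limit read from the data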
PERK inh: block of dimerizer-induced PERK translation repression, primary screen, PERK inhibitor project, CHO PERK-DD cells, SEAP luminescence, HTS | Eukaryotic translation initiation factor 2-alpha kinase 3 (Homo sapiens), Q9NZJ5 | CHO PERK-DD fusion, SEAP luminescence translation reporter | inhibition, % at 5.6 µM | actives 0.17% (n = 220,000) | AID 1416, 2008;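 active = inhibition above the mean inhibition of all tested compounds plus 3 SD, set separately per screening campaign, cut at about 2.9% in these data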;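 note: PERK kinase domain activated by AP20187 dimerizer at 100 nM; 0% = DMSO with dimerizer and 100% = rapamycin at 8.4 µM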
Target sequence (Q9NZJ5 whole entry, looked up, the tested form may be a part): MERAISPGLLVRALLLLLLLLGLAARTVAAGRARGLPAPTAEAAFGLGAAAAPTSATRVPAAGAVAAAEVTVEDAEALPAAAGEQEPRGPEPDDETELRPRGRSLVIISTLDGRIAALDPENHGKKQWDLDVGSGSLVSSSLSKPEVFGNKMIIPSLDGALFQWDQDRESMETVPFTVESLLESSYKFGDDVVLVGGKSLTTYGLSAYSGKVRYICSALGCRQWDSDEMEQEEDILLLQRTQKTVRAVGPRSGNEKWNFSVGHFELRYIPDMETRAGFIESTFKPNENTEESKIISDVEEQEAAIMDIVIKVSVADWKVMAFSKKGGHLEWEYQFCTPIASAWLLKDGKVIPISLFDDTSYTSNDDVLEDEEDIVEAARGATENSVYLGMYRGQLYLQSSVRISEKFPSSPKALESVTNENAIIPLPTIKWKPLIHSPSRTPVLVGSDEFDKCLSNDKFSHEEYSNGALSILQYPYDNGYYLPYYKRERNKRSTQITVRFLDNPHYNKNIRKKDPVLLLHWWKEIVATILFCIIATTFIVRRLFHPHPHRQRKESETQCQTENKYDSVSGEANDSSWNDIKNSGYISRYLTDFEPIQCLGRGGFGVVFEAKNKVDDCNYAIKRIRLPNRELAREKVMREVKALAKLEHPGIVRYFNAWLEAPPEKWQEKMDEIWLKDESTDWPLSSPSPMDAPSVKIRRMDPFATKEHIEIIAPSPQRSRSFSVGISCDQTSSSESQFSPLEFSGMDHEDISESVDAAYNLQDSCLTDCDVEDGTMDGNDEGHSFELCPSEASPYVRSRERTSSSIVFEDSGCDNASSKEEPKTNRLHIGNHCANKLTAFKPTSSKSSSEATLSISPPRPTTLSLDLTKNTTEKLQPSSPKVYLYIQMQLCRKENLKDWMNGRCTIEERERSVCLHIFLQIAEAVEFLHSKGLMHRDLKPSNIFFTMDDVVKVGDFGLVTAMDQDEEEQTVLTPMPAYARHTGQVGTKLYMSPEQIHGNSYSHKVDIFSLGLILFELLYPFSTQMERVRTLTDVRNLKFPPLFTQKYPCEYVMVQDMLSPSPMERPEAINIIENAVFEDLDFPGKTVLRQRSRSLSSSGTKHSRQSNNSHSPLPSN
Furin inhibitor: human furin inhibitors, primary screen, biochemical, fluorescence intensity; P09958; purified furin, fluorogenic substrate cleavage; inhibition, % at 30 µM; actives 0.061% (n = 220,000); AID 463115, 2010; in the data active = inhibition above about 25%; note: inactives centre near -15
KCC2 mod: KCC2 cotransporter modulators, thallium flux, primary screen, cell-based, HEK293 KCC2, FluoZin-2 fluorescence, MLSMR; Solute carrier family 12 member 5 (Homo sapiens), Q9H2X9; KCC2 cells, thallium flux FluoZin-2 fluorescence; B-score of Tl+ flux slope (higher = more flux/activation; lower = inhibition) at 10 µM; actives 2.2% (n = 190,000);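 active = thallium flux slope and its plate-corrected score both differing from the plate sample mean at a set confidence after two filtering rounds, in either direction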;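 note: slope of fluorescence scaled to starting intensity during 10 to 20 s after thallium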
FXIa inh: human FXIa protease inhibitors, primary screen, biochemical, 1536-well | AID 798, 2007 | actives 0.14% (n = 220,000) | Coagulation factor XI (Homo sapiens), P03951 | purified FXIa, Boc-Glu-Ala-Arg-AMC fluorogenic substrate | inhibition, % at 5 µM;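 active = inhibition of at least 40%; inactive = inhibition below 40%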;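 note: fluorescence of freed AMC excited at 355 nm; 0% = enzyme without compound and 100% = no enzyme blank; many of its hits are not listed in these tables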
thrombin 1536: human alpha-thrombin inhibitors, primary screen, counter-screen for coagulation protease inhibitor project, biochemical, 1536-well, fluorogenic AMC substrate; Prothrombin (Homo sapiens), P00734; Boc-VPR-AMC fluorogenic substrate cleavage; inhibition, % at 5 µM; actives 0.26% (n = 220,000); AID 1046, 2008;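 active = inhibition at or above 40%; inactive = inhibition below 40%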;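 note: 0% = enzyme with no compound and 100% = wells without enzyme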
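System – human alpha-thrombin protein · Reagent – Boc-VPR-AMC substrate, 15 µM final · Compound – 5 µM single dose in 0.2% DMSO · Schedule – reaction at room temperature · Technique – AMC fluorescence at 355 nm excitation and 460 nm emission · Read-out basis – % inhibition relative to enzyme controls and enzyme-free blanks · Control set – no-compound enzyme wells and no-enzyme blanks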
KLK5 inh: human KLK5 protease inhibitors, primary screen, biochemical, 1536-well | recombinant hK5, fluorogenic AMC substrate cleavage | inhibition, % at 5 µM | actives 0.59% (n = 210,000) | AID 873, 2007;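 active = inhibition of 40% or more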;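 note: 0% = enzyme controls without compound and 100% = no-enzyme blanks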
Numbers without * were called inactive; i = inactive; / = not tested or not shown; [ ] = another dose, or the depositor's remark.

1: COc1ccc(NC(=O)Cc2coc3cc(C)ccc23)cn1
2: O=C(Nc1cccnc1)Nc1ccccn1
3: O=C(NCC(=O)N(Cc1ccco1)C(C(=O)NC1CCCC1)c1ccncc1)c1cccs1 (stereo unspecified)
4: Cc1cc(N2CCCCC2)nc(SCc2ccc(C#N)cc2)n1
5: N#Cc1nc(-c2cccs2)oc1NCCCN1CCOCC1
6: Cc1oc2nc(SCCCC(=O)NCCCO)nc(N)c2c1C
7: COc1ccccc1N1CCN(c2nc(-c3ccccc3)cc(C(F)(F)F)n2)CC1
8: Cc1cc(C)c(OCC(=O)Nc2nc(-c3ccccn3)cs2)c(C)c1

Screen / compound no.	1	2	3	4	5	6	7	8
Rad51 HR inh	2	-8	-3	1	0	/	4	-7
FXIIa inh	1	12	12	3	-15	5	12	10
Calpain2 inh	8	-20	-18	19	i	-20	14	-122
PERK inh	-0.3	0.1	1.1	-0.5	1.0	0.7	0.4	0.1
Furin inhibitor	-32	-17[20 µM]	-20[20 µM]	-26	-9[20 µM]	-14	-16	-17
KCC2 mod	-1.4	1.1	0.17	-0.33	0.2	0.45	/	-0.91
FXIa inh	7	-5	9	-3	-19	1	1	0
thrombin 1536	2	-8	3	-4	-13	-23	-3	-4
KLK5 inh	-13	-9	-6	-2	-12	-9	20	-1

9: COc1cccc(C(=O)NCC(=O)N/N=C(C)\C=C\c2ccccc2)c1
10: CC1(C)CC(CC(=O)Nc2ccccn2)C(=O)O1 (stereo unspecified)
11: Cc1ccc(S(=O)(=O)N2CCN(C(=O)CSc3nc4ccccc4c(=O)[nH]3)CC2)c(C)c1
12: CCNc1nc(NCC)nc(SCCOC(=O)c2ccccc2)n1
13: Oc1ccc(Cl)cc1/C=N/c1nc2ccccc2[nH]1
14: COC(=O)c1c(NC(=O)CSc2nnnn2-c2ccccc2)sc2c1CCCC2
15: CC1CCc2c(sc(NC(=O)Cn3nc(C(F)(F)F)c4c3CCCCC4)c2C#N)C1 (stereo unspecified)
16: COC(=O)c1cc(=O)nc2sc(-c3ccccc3)nn12

Screen / compound no.	9	10	11	12	13	14	15	16
Rad51 HR inh	0	-1	-4	6	-6	-14	-3	3
FXIIa inh	13	-15	8	2	21	22	8	-5
Calpain2 inh	30	14	-85	4	1	20	-13	-11
PERK inh	0.3	0.8	-0.6	0.6	1.4	-0.7	0.0	-0.7
Furin inhibitor	-10	-14[20 µM]	-22[20 µM]	-11[20 µM]	-10	-17	-6[20 µM]	-16
KCC2 mod	/	0.94	-0.19	-0.28	/	-1.2	/	-0.012
FXIa inh	2	-7	2	0	6	11	-2	-1
thrombin 1536	-2	-3	-5	-5	1	21	1	-18
KLK5 inh	4	1	-23	-11	-4	26	-12	6

Grouped by structure, those above containing a CF3 group
7: COc1ccccc1N1CCN(c2nc(-c3ccccc3)cc(C(F)(F)F)n2)CC1
15: CC1CCc2c(sc(NC(=O)Cn3nc(C(F)(F)F)c4c3CCCCC4)c2C#N)C1 (stereo unspecified)

Screen / compound no.	7	15
Rad51 HR inh	4	-3
FXIIa inh	12	8
Calpain2 inh	14	-13
PERK inh	0.4	0.0
Furin inhibitor	-16	-6[20 µM]
KCC2 mod	/	/
FXIa inh	1	-2
thrombin 1536	-3	1
KLK5 inh	20	-12

Among those listed so far, two have fluorine:
7: COc1ccccc1N1CCN(c2nc(-c3ccccc3)cc(C(F)(F)F)n2)CC1
15: CC1CCc2c(sc(NC(=O)Cn3nc(C(F)(F)F)c4c3CCCCC4)c2C#N)C1 (stereo unspecified)

Screen / compound no.	7	15
Rad51 HR inh	4	-3
FXIIa inh	12	8
Calpain2 inh	14	-13
PERK inh	0.4	0.0
Furin inhibitor	-16	-6[20 µM]
KCC2 mod	/	/
FXIa inh	1	-2
thrombin 1536	-3	1
KLK5 inh	20	-12

Down the list, quoted from above.
FXIIa inh, entries 11–16: 8, 2, 21, 22, 8, -5
Calpain2 inh, entries 11–16: -85, 4, 1, 20, -13, -11
thrombin 1536, entries 11–16: -5, -5, 1, 21, 1, -18

Continued.
17: COc1ccc(Cc2nnc(NC(=O)c3ccccc3[N+](=O)[O-])s2)cc1
18: COc1ccc(NC(=O)C2=C(C)NC(=O)NC2c2ccccc2[N+](=O)[O-])cc1 (stereo unspecified)
19: COc1ccc(N(C(=O)COc2ccccc2)C2C=CS(=O)(=O)C2)cc1 (stereo unspecified)
20: COc1cc(NC(=O)C2CCCN(S(=O)(=O)c3ccc4c(c3)oc(=O)n4C)C2)cc(OC)c1 (stereo unspecified)
21: CCOc1cc(/C=N\NC(=O)Cn2nc([N+](=O)[O-])cc2C)ccc1OCc1cccc2ccccc12
22: CC1(C)CC2(CCCN(CC(O)(c3ccccc3)c3ccccc3)C2)CCO1 (stereo unspecified)
23: Nc1nc(CSc2nc3ccccc3s2)nc(N2CCOCC2)n1
24: O=C(c1ccc(N2CCCCC2)c([N+](=O)[O-])c1)N1CCN(c2ccccn2)CC1

Screen / compound no.	17	18	19	20	21	22	23	24
Rad51 HR inh	19	1	0	8	6	/	-3	-31
FXIIa inh	28	8	-6	12	13	7	1	3
Calpain2 inh	7	7	-17	-22	-420	-180	-22	21
PERK inh	0.5	1.1	0.9	-0.4	-2.3	0.0	0.7	-0.9
Furin inhibitor	-12	-3	-21[20 µM]	-19	6[20 µM]	-21	-4	-7
KCC2 mod	-0.22	-1.1	0.19	/	0.95	-0.037	0.51	-2.1
FXIa inh	26	2	-6	6	-8	0	-1	-6
thrombin 1536	28	0	-15	1	1	-9	-3	-2
KLK5 inh	37	-3	-48	-6	-5	1	-2	-6

25: Cc1cc(C)c(NC(=O)Cc2ccc(-n3cccc3)cc2)c(C)c1
26: Cc1cc(NC(=O)Cn2cnc3c(nnn3-c3ccc(C)c(Cl)c3)c2=O)no1
27: Cc1cc(C)cc(NS(=O)(=O)c2ccc3oc(=O)ccc3c2)c1
28: C=CCNC(=O)CSc1nnc(-c2ccccc2Br)n1-c1cccc(C(F)(F)F)c1
29: CCOc1ccccc1Nc1nnc(SCC(=O)NC(=O)c2cccn2C)s1
30: COc1cccc(COC(=O)c2nn(-c3ccccc3)nc2N)c1
31: Cc1ccc(NC(=O)CCSc2nnc(Cc3ccccc3)o2)cc1
32: CCOC(=O)Cc1csc(SCC(=O)c2c(N)n(CC(C)C)c(=O)n(C)c2=O)n1

Screen / compound no.	25	26	27	28	29	30	31	32
Rad51 HR inh	2	-29	1	14	-10	-32	1	/
FXIIa inh	10	3	10	9	-3	-3	5	5
Calpain2 inh	-3	-113	-36	-3	-21	-340	2	20
PERK inh	0.5	2.1	0.7	-0.3	-0.7	0.7	1.3	1.4
Furin inhibitor	-14	-21	-2[20 µM]	-13	3	-37	-14	-32
KCC2 mod	-0.13	-0.23	0.31	-1.3	-1.5	-0.6	-1.2	-0.93
FXIa inh	7	-1	4	6	-7	-7	-3	11
thrombin 1536	-10	4	-2	1	-12	-3	-6	9
KLK5 inh	-4	-4	-8	-9	-19	-13	-19	17

33: O=C(NCc1ccco1)c1ccc(CN2CCOCC2)cc1
34: Cn1c(C(=O)N2CCCC(C(=O)N3CCN(C(=O)c4ccco4)CC3)C2)cc2sccc21 (stereo unspecified)
35: COc1ccc(CCN(Cc2nc(-c3ccccc3)no2)Cc2nc(-c3ccccc3)no2)cc1OC
36: Cc1cc(C)c2nc(N)sc2c1
37: CCOC(=O)c1c(NC(=O)C2CC2)sc2c1CC(C)(C)OC2
38: COc1ccc(-c2nn(-c3ccccc3)cc2/C=N/NC(N)=S)cc1OC
39: O=C(Nc1ccccc1)Nc1ccc(Br)cc1F
40: O=C(CN1C(=O)C2CC=C(Cl)CC2C1=O)Nc1ccc(C(=O)O)cc1 (stereo unspecified)

Screen / compound no.	33	34	35	36	37	38	39	40
Rad51 HR inh	5	-7	-3	8	/	-2	0	0
FXIIa inh	11	12	-14	15	2	4	11	-15
Calpain2 inh	-48	-25	-23	-41	20	-30	-8	-45
PERK inh	1.0	-0.7	1.2	0.8	0.0	-0.9	1.0	1.9
Furin inhibitor	-27	-12	-14[20 µM]	-26[20 µM]	-25	-1	-20	-14[20 µM]
KCC2 mod	0.23	-0.46	/	/	/	0.74	1.7	/
FXIa inh	3	5	-15	5	-3	1	4	-4
thrombin 1536	1	1	-3	0	-2	-9	-6	-8
KLK5 inh	-5	0	-17	-3	-3	-24	-3	-13

41: Fc1ccc(N2CCN(C(=S)NCc3ccco3)CC2)cc1
42: CC(C)C[C@H](NC(=O)c1nc[nH]c1C(=O)NCc1ccccc1)C(=O)OCc1ccccc1
43: CCc1c(C)c2c(C)nn(-c3ccccc3)c2oc1=O
44: CCCCOc1ccc(N2C(=O)CC(N(CCc3ccccc3)C(=O)/C=C/C(=O)O)C2=O)cc1 (stereo unspecified)
45: COC(=O)CC1=C(C(=O)OC)C(c2ccc3c(c2Cl)OCO3)C(C#N)=C(N)O1 (stereo unspecified)
46: CCOC(=O)c1sc(NC(=O)c2ccc(Br)o2)cc1C
47: COC(=O)Nc1ccc(S(=O)(=O)N2CCC(C(=O)N3CCCCC3C)CC2)cc1 (stereo unspecified)
48: NC(=O)C1(N2CCCCC2)CCN(CC(=O)Nc2ccccc2Sc2ccccc2)CC1

Screen / compound no.	41	42	43	44	45	46	47	48
Rad51 HR inh	20	-5	-4	7	-3	4	1	10
FXIIa inh	7	9	9	14	3	15	7	1
Calpain2 inh	2	32	-22	-21	5	-35	-20	-22
PERK inh	-0.3	0.3	-0.9	1.1	-0.1	-0.5	1.2	0.3
Furin inhibitor	-10	-9	-19[20 µM]	-8	-16[20 µM]	-11	-35	-6[20 µM]
KCC2 mod	-0.88	-0.31	-0.5	-3.2	-1.2	/	-0.059	/
FXIa inh	-2	1	2	6	-1	6	-2	-9
thrombin 1536	-12	-1	-3	-5	-10	5	-2	-5
KLK5 inh	-5	0	-10	-11	1	0	1	-4

49: CC(=O)N/N=C/c1c(C)[nH]n(-c2ccccc2)c1=O
50: CCn1c(SC)nnc1-c1c[nH]c2ccccc12
51: CC(C)(C)NC(=O)CN(C(=O)c1ccc(CN2CCOCC2)o1)c1ccc2c(c1)OCCO2
52: CCCN1CCN(c2ncnc3c2nnn3Cc2ccccc2)CC1
53: O=C(CCC1(C(=O)O)CCC(=O)NC1)NCc1ccccc1 (stereo unspecified)

Screen / compound no.	49	50	51	52	53
Rad51 HR inh	1	3	-1	/	4
FXIIa inh	11	-1	15	20	21
Calpain2 inh	-46	1	-15	9	-6
PERK inh	0.0	1.9	1.0	-0.7	0.5
Furin inhibitor	-15	-31	-23	-35	-32
KCC2 mod	-0.34	/	0.37	0.023	0.4
FXIa inh	1	-10	7	4	1
thrombin 1536	9	-10	5	0	-7
KLK5 inh	-5	-6	5	-10	-12

This is a subset (hit frequency here may not be typical).
